Source: PubChem BioAssay (several laboratories)
SARS 3CLpro inh – SARS-CoV 3CLpro protease inhibition. P0C6X7. recombinant SARS-CoV 3CLpro, quenched FRET peptide cleavage. inhibition, % at 6 µM. actives 0.14% (n = 290,000). AID 1706; in the data active = inhibition above about 12%
PrPC surface inh – reduces human prion protein on the cell surface. actives 0.43% (n = 370,000). AID 720596. cell surface PrPC, TR-FRET read-out. P04156. inhibition, % at 13.8 µM; in the data active = inhibition above about 24%; also: 0% = median of the test wells and 100% = reference compound wells
BH1578 lux ind – inducers of Vibrio cholerae quorum light production without autoinducers; activation, % at 18.7 µM; V. cholerae BH1578 lux reporter, luminescence, 6 h; actives 0.16% (n = 350,000); in the data active = activation mostly above about 9.7%, no sharp cut-off; also: not every result past the cut was called active; inactives centre near 0; reference of the scale not given here
MazF activator – activators of E. coli MazEF toxin-antitoxin RNase; activation, % at 20 µM; P0AE70; FAM/BHQ RNA-DNA oligo cleavage fluorescence, 5 h; actives 0.32% (n = 350,000); in the data active = activation above about 50%
Target sequence (P0AE70 whole entry, looked up): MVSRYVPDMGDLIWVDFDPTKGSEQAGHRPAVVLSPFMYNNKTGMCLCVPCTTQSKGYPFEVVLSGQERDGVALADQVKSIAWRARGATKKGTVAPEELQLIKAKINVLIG
TcdB inh – TcdB glycohydrolase inhibition; inhibition, % at 9.99 µM; actives 0.24% (n = 350,000); P18177; AID 652162; TcdB glycohydrolase enzymatic assay, plate reader; in the data active = inhibition above about 10%
Rv3671c protease – Rv3671c (M. tuberculosis) protease inhibition; P9WHR9; inhibition, % at 5.96 µM; actives 0.048% (n = 320,000); AID 2606; in the data active = inhibition above about 38%;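 also: extracellular domain of Rv3671c used as enzyme; 0% = enzyme with DMSO and 100% = no enzyme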
Target sequence (P9WHR9 whole entry, looked up, the tested form may be a part): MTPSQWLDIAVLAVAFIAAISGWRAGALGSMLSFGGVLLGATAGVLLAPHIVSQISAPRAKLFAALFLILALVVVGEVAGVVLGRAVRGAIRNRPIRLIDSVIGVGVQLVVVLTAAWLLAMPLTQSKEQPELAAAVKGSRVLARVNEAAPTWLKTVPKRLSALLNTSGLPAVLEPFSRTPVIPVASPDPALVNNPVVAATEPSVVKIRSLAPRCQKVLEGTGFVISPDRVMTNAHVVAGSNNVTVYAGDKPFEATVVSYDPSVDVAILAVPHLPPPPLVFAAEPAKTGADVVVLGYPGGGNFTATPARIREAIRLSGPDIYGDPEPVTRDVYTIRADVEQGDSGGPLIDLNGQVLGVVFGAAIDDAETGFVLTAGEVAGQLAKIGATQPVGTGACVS
DUSP3 inh – DUSP3 (human) phosphatase inhibition. P51452. recombinant VHR phosphatase, pNPP absorbance. inhibition, % at 13.3 µM. actives 0.52% (n = 290,000). AID 1654; in the data active = inhibition above about 50%; also: some compounds called inactive have numbers as strong as hits
Target sequence (P51452 whole entry, looked up): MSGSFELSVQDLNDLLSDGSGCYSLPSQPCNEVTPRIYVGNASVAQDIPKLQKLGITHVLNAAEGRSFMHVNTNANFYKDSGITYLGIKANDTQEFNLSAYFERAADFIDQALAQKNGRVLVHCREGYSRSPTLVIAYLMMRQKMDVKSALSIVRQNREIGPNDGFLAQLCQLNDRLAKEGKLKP
Y pestis TopoI – blocks Yersinia pestis topoisomerase I activity; Y. pestis Topo-I cleavage product accumulation, plate reader; activity, % at 10 µM; actives 0.064% (n = 360,000); AID 504884; in the data active = activity above about 50%, passing the limit was not always enough; also: inactives centre near 2
CCHF vOTU inh – blocks the CCHF virus ovarian tumor domain protease; CCHFV vOTU protease, Pep-AMC fluorescence; inhibition, % at 11.5 µM; actives 0.55% (n = 370,000); AID 651958; in the data active = inhibition above about 30%; also: 0% = vehicle wells with enzyme and 100% = no enzyme wells
PriA SSB inh – K. pneumoniae PriA-SSBct interaction inhibition | AlphaScreen SSBct-PriA binding, biotinylated peptide | inhibition, % at 33 µM | actives 0.6% (n = 430,000) | AID 1272365; in the data active = inhibition mostly above about 37%, no sharp cut-off; inactive = mostly below about 20%;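 also: plate controls were negative control peptide for no effect and reference peptide for full effect; strong numbers were not always called active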
* marks the source's active call; other numbers are inactive results. Not all compounds are listed. The share of hits here may be higher or lower than overall.

`O=S(=O)(c1cccc(-c2n[nH]c(=S)n2-c2ccc(OC(F)(F)F)cc2)c1)N1CCOCC1` gave PrPC surface inh 6, BH1578 lux ind 0.5, MazF activator 3, TcdB inh -0.6, Rv3671c protease -7, Y pestis TopoI -8, CCHF vOTU inh 3 and PriA SSB inh 0.
CCOC(=O)c1cn(Cc2ccccc2)c2cc(C)nn2c1=O was read as SARS 3CLpro inh -1, PrPC surface inh 9, BH1578 lux ind -0.5, MazF activator 11, TcdB inh -0.4, Rv3671c protease -2, DUSP3 inh 36, Y pestis TopoI -1, CCHF vOTU inh 0 and PriA SSB inh -5.
CC1CC(=O)Nc2ccccc2N1S(=O)(=O)c1ccc(C(F)(F)F)cc1 (stereo not given) was read as SARS 3CLpro inh -3, PrPC surface inh 3, BH1578 lux ind inactive, MazF activator 1, TcdB inh -0.6, Rv3671c protease 4, DUSP3 inh 14, Y pestis TopoI 2, CCHF vOTU inh -2 and PriA SSB inh -17.
`CCOC(=O)CCN(Cc1cccs1)S(=O)(=O)c1ccc(F)cc1` gave SARS 3CLpro inh -2, PrPC surface inh 5, BH1578 lux ind -0.4, MazF activator -3, Rv3671c protease -9, DUSP3 inh 18, Y pestis TopoI 11, CCHF vOTU inh -5 and PriA SSB inh -68.
For Cc1ccc(CNC(=O)CN2C(=O)NC(C)(c3ccccc3Cl)C2=O)cc1 (stereo not given) the results were SARS 3CLpro inh 2, PrPC surface inh 7, BH1578 lux ind inactive, MazF activator -2, TcdB inh 0.6, Rv3671c protease -3, DUSP3 inh 53*, Y pestis TopoI 11, CCHF vOTU inh -1 and PriA SSB inh -10.
`CC1(C(=O)NS(C)(=O)=O)CCN1C(=O)Cc1ccc(-c2ccccc2)cc1` (stereo not given) gave PrPC surface inh -2, BH1578 lux ind inactive, TcdB inh 0.3, Y pestis TopoI 4 and CCHF vOTU inh -6.
CC1(C)CC(=O)C2=C(C1)NC(=O)CC2c1cc(F)ccc1F (stereo not given) was read as SARS 3CLpro inh -2, PrPC surface inh 7, BH1578 lux ind inactive, MazF activator 0, Rv3671c protease -4, DUSP3 inh 35, Y pestis TopoI -1, CCHF vOTU inh 6 and PriA SSB inh -7.
For Cc1cc(OCC(=O)N2CCC(C(=O)O)CC2)c2c3c(c(=O)oc2c1)CCCC3 the results were SARS 3CLpro inh 2, PrPC surface inh -2, BH1578 lux ind -0.6, MazF activator 3, TcdB inh 1.4, Rv3671c protease -1, DUSP3 inh 37, Y pestis TopoI 5, CCHF vOTU inh -23 and PriA SSB inh 5.
For O=C(Nc1cccc(S(=O)(=O)N2CCCC2)c1)[C@@H]1O[C@H](CO)[C@H](O)[C@H](O)[C@H]1O the results were PrPC surface inh 5, BH1578 lux ind inactive, TcdB inh -3.4, Y pestis TopoI 6 and CCHF vOTU inh -1.
`CC1(C(=O)Nc2ccc3[nH]ncc3c2)CCN1C(=O)Cc1ccc(-c2ccccc2)cc1` (stereo not given) gave PrPC surface inh 2, BH1578 lux ind inactive, TcdB inh 0.9, Y pestis TopoI 25 and CCHF vOTU inh -8.
Cn1c(CSCc2ccc(Cl)cc2)nnc1SCC(=O)Nc1nc2ccccc2s1 was read as SARS 3CLpro inh -4, PrPC surface inh -4, BH1578 lux ind -0.2, MazF activator 3, Rv3671c protease -6, DUSP3 inh 35, Y pestis TopoI 6, CCHF vOTU inh -4 and PriA SSB inh -9.
For O=C(CCNc1ccc(Cl)cc1)c1cccs1 the results were SARS 3CLpro inh 2, PrPC surface inh 8, BH1578 lux ind -0.2, MazF activator -1, Rv3671c protease 0, DUSP3 inh -9, Y pestis TopoI -3, CCHF vOTU inh 1 and PriA SSB inh -9.
`N#Cc1ccc(Oc2ccc(S(=O)(=O)N3CCCC3)cn2)cc1` gave PrPC surface inh 6, BH1578 lux ind -0.1, MazF activator 9, TcdB inh 0.5, Rv3671c protease -4, Y pestis TopoI -1, CCHF vOTU inh -6 and PriA SSB inh -5.
Screening [O-]/[N+](=C\c1ccc(OC(F)F)cc1)c1ccccc1 returned SARS 3CLpro inh -10, PrPC surface inh 3, BH1578 lux ind -0.7, MazF activator 11, Rv3671c protease -8, DUSP3 inh 23, Y pestis TopoI 2, CCHF vOTU inh -5 and PriA SSB inh -8.
COc1ccc(-n2c(=O)cc(N3CCN(c4ccccc4)CC3)[nH]c2=O)cc1 was read as SARS 3CLpro inh -2, PrPC surface inh -9, BH1578 lux ind -12, MazF activator 4, Rv3671c protease -14, DUSP3 inh 7, Y pestis TopoI 2, CCHF vOTU inh -4 and PriA SSB inh -12.
`O=C(c1ccc2nsnc2c1)N1CCN(c2ccc([N+](=O)[O-])cc2)CC1` gave SARS 3CLpro inh -4, PrPC surface inh -18, BH1578 lux ind -0.5, MazF activator -2, TcdB inh 2.6, Rv3671c protease 4, DUSP3 inh 16, Y pestis TopoI 8, CCHF vOTU inh 15 and PriA SSB inh 2.
Screening C/C(=N/NC(=O)C1CCCC1)c1ccc(NC(=O)C(F)(F)F)cc1 returned SARS 3CLpro inh -2, PrPC surface inh 3, BH1578 lux ind -0.2, TcdB inh 0.6, Rv3671c protease -2, DUSP3 inh 2, Y pestis TopoI 4 and CCHF vOTU inh -3.
O=C(NCCc1ccccc1)c1ccc(NS(=O)(=O)c2ccc3[nH]c(=O)[nH]c3c2)cc1 was read as PrPC surface inh -3, BH1578 lux ind inactive, MazF activator 6, TcdB inh 0.4, Rv3671c protease -8, Y pestis TopoI -6, CCHF vOTU inh -2 and PriA SSB inh -7.
Screening Cc1csc(SCC(=O)Nc2cc(F)ccc2C)n1 returned PrPC surface inh 8, BH1578 lux ind -4.5, MazF activator 8, TcdB inh -2.2, Y pestis TopoI 9 and CCHF vOTU inh -4.
CCCCC(=O)O was read as BH1578 lux ind -0.3, MazF activator 5, Rv3671c protease 11, Y pestis TopoI 2 and PriA SSB inh -4.
`COC(=O)Cc1cnc(NC(=O)C2C3CCC(C3)C2C(=O)O)s1` (stereo not given) gave SARS 3CLpro inh 3, PrPC surface inh 1, BH1578 lux ind 7.5, MazF activator 7, Rv3671c protease 3, DUSP3 inh -16, Y pestis TopoI -4, CCHF vOTU inh -23 and PriA SSB inh -10.
Screening CC1NC(=O)c2cc3ccccc3cc2-n2c1nc1cc(Cl)ccc1c2=O (stereo not given) returned PrPC surface inh 4, BH1578 lux ind -0.6, MazF activator -25, TcdB inh 4.7, Y pestis TopoI -2 and CCHF vOTU inh 13.
`O=C(NCCN1CCNC1=O)C1CCC(=O)N(CCc2ccc(Cl)cc2)C1` (stereo not given) gave SARS 3CLpro inh 4, PrPC surface inh -5, BH1578 lux ind -0.4, MazF activator -11, TcdB inh 0.5, DUSP3 inh -2, Y pestis TopoI 4, CCHF vOTU inh 6 and PriA SSB inh -2.
Cc1[nH]n(-c2ccc(F)cc2)c(=O)c1C=Nc1ccc(S(=O)(=O)N(C)C)cc1 was read as SARS 3CLpro inh 0, PrPC surface inh 2, BH1578 lux ind -0.3, MazF activator 11, TcdB inh -0.4, Rv3671c protease -7, DUSP3 inh 8, Y pestis TopoI -2, CCHF vOTU inh -11 and PriA SSB inh 0.
`CCOC(=O)C1(Cc2ccccc2)NC(c2ccccc2F)C2C(=O)N(CC)C(=O)C21` (stereo not given) gave SARS 3CLpro inh 6, PrPC surface inh -1, BH1578 lux ind -0.5, MazF activator -9, Rv3671c protease 5, DUSP3 inh 25, Y pestis TopoI -9, CCHF vOTU inh 1 and PriA SSB inh -8.
For CCCNC(=O)C1(C)CCN(C(=O)Cc2ccc(OC)c(OC)c2)C1 (stereo not given) the results were PrPC surface inh 5, BH1578 lux ind 0.4, TcdB inh 0.7, Y pestis TopoI -7 and CCHF vOTU inh -12.
Screening O=C(c1cccc(F)c1)N1CCN(c2ccc([N+](=O)[O-])c(N3CCCCC3)c2)CC1 returned SARS 3CLpro inh -9, PrPC surface inh -11, MazF activator -1, Rv3671c protease 5, DUSP3 inh 34, Y pestis TopoI 31, CCHF vOTU inh 6 and PriA SSB inh 35.
For COc1ccc(C)cc1N(CC(N)=O)S(=O)(=O)c1ccc(C)cc1 the results were SARS 3CLpro inh -2, PrPC surface inh -10, BH1578 lux ind 3.1, MazF activator -6, Rv3671c protease 3, DUSP3 inh 6, Y pestis TopoI 10, CCHF vOTU inh -8 and PriA SSB inh -13.
`COc1cc(/C=N/NC(=O)NC23CC4CC(CC(C4)C2)C3)ccc1O` gave SARS 3CLpro inh 5, PrPC surface inh 6, BH1578 lux ind inactive, MazF activator 13, TcdB inh 1.2, Rv3671c protease -1, DUSP3 inh 10, Y pestis TopoI -14 and CCHF vOTU inh 9.
`Cc1ccc2nc(SCC(=O)Nc3ncccn3)[nH]c2c1` gave SARS 3CLpro inh -2, PrPC surface inh 2, BH1578 lux ind -0.2, MazF activator 0, TcdB inh 0.9, Rv3671c protease 2, DUSP3 inh 2, Y pestis TopoI -1, CCHF vOTU inh -4 and PriA SSB inh 10.
`CCCN(CCC)CCNC(=O)c1cc2c(=O)n(CC)c3ccccc3c2s1` gave SARS 3CLpro inh 1, PrPC surface inh -10, BH1578 lux ind -0.4, MazF activator 1, TcdB inh 0.2, Rv3671c protease -1, DUSP3 inh 8, Y pestis TopoI 14, CCHF vOTU inh -38 and PriA SSB inh -4.
CC(C)c1nc2c(c(=O)c3ccccc3n2C)c(=O)n1CCc1ccccc1 was read as SARS 3CLpro inh 1, PrPC surface inh -5, BH1578 lux ind -0.3, MazF activator 10, TcdB inh 0.7, Rv3671c protease -2, DUSP3 inh 16, Y pestis TopoI 24, CCHF vOTU inh 4 and PriA SSB inh -3.
`CC(=O)c1ccc(N2CCN(S(=O)(=O)c3ccc4c(c3)CC(C)N4C(=O)C3CC3)CC2)cc1` (stereo not given) gave SARS 3CLpro inh 2, PrPC surface inh -1, BH1578 lux ind -0.7, MazF activator 10, TcdB inh 0.9, Rv3671c protease 3, DUSP3 inh -3, Y pestis TopoI 1, CCHF vOTU inh 10 and PriA SSB inh 1.
Screening Cc1cccc(C)c1OCC(O)CNC(C)(C)C (stereo not given) returned SARS 3CLpro inh 0, PrPC surface inh 0, BH1578 lux ind inactive, MazF activator 6, Rv3671c protease -14, DUSP3 inh 23, Y pestis TopoI 2, CCHF vOTU inh 4 and PriA SSB inh -1.
Screening CC1=CC(=O)Nc2ccccc2S1 returned PrPC surface inh 15, BH1578 lux ind inactive, MazF activator 6, TcdB inh -3.8, Y pestis TopoI 3, CCHF vOTU inh 20 and PriA SSB inh -8.
For O=C(Oc1cc(Cl)ccc1Cl)c1ccc(N2CCOCC2)c([N+](=O)[O-])c1 the results were SARS 3CLpro inh 7, PrPC surface inh -2, BH1578 lux ind -0.4, MazF activator -4, Rv3671c protease 6, DUSP3 inh -4, Y pestis TopoI 2, CCHF vOTU inh 2 and PriA SSB inh 23.
Screening CSC(=O)NC(=O)NC(=O)c1ccc([N+](=O)[O-])cc1 returned SARS 3CLpro inh 5, PrPC surface inh -3, BH1578 lux ind inactive, MazF activator 7, TcdB inh -2.1, Rv3671c protease 2, DUSP3 inh 23, Y pestis TopoI -2, CCHF vOTU inh -9 and PriA SSB inh -16.
Screening C=CCN1C(=O)C2C(C(=O)NC3CCCC3)C3(C)C=CC2(O3)C1C(=O)NC1CCCC1 (stereo not given) returned SARS 3CLpro inh 1, PrPC surface inh 1, BH1578 lux ind -0.2, MazF activator -23, TcdB inh 0.7, Rv3671c protease 6, DUSP3 inh 26, Y pestis TopoI 0, CCHF vOTU inh 3 and PriA SSB inh 0.

Two compounds picked at random from the list so far, as already listed:
Screening Cc1cccc(C)c1OCC(O)CNC(C)(C)C (stereo not given) returned SARS 3CLpro inh 0, PrPC surface inh 0, BH1578 lux ind inactive, MazF activator 6, Rv3671c protease -14, DUSP3 inh 23, Y pestis TopoI 2, CCHF vOTU inh 4 and PriA SSB inh -1.
Cc1[nH]n(-c2ccc(F)cc2)c(=O)c1C=Nc1ccc(S(=O)(=O)N(C)C)cc1 was read as SARS 3CLpro inh 0, PrPC surface inh 2, BH1578 lux ind -0.3, MazF activator 11, TcdB inh -0.4, Rv3671c protease -7, DUSP3 inh 8, Y pestis TopoI -2, CCHF vOTU inh -11 and PriA SSB inh 0.
